MEKK2mut PB1 HTS: MEK5 binding signal on mutant MEKK2 PB1, primary screen, biochemical, multiplex bead flow cytometry, Alexa488-MEK5; percent response, % at 10 µM; Alexa488-MEK5 binding to MEKK2 mutant; actives 0.35% (n = 290,000); in the data active = percent response above about 24%, passing the limit was not always enough; note: inactives centre near 1; some results filed as inactive read as strong as hits
OXTR potentiator: human OXTR potentiators, primary screen, fluorescence, CHO-OTR cells, Fluo-8 calcium. activation, % at 3 µM. AID 2445, 2010. Oxytocin receptor (Homo sapiens), P30559. actives 0.061% (n = 320,000). Fluo-8 calcium fluorescence, potentiator mode; 0% = oxytocin EC15, 100% = EC100;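 active = activation above that plate's cutoff, the mean activation of tested compounds plus 3 SD, cut at about 6.6% in these data, passing the limit was not always enough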;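 note: 100% uses oxytocin at 75 nM as the full agonist control; some results filed as inactive read as strong as hits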
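Material: human OTR in CHO cells. Compound: 3.0 µM, one dose. Timing: compound 6 min at room temperature before oxytocin, 100 s read. Evaluation: % activation of max/min ratio relative to oxytocin controls. Replication: single well per compound, singlicate. Signal: Fluo-8 calcium dye fluorescence.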
OXTR agonist: human OXTR agonists, primary screen, fluorescence, CHO-OTR cells, Fluo-8 calcium; Oxytocin receptor (Homo sapiens), P30559; actives 0.32% (n = 320,000); Fluo-8 calcium fluorescence; normalized: DMSO 0%, oxytocin 100%; activation, % at 3 µM;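 active = activation above the mean of all tested compounds plus 3 SD, cutoff set per screening run, cut at about 20% in these data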;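 note: peak over basal fluorescence ratio from a 100 s FLIPR kinetic read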
PfM18AAP inh: PfM18AAP inhibitors, malaria aminopeptidase, primary screen, biochemical, QFRET, recombinant enzyme. M18 aspartyl aminopeptidase (Plasmodium falciparum 3D7). H-Glu-NHMec fluorogenic cleavage. actives 1.2% (n = 290,000). AID 1822, 2009. inhibition, % at 7.35 µM;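 active = inhibition above the campaign mean inhibition over all tested compounds plus 3 SD, cut at about 28% in these data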;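 note: 0% = plate median of test compound wells and 100% = 2 mM ZnCl2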
GPR7 antag: GPR7 receptor antagonists, primary screen, cell-based, fluorescence, single concentration | Neuropeptides B/W receptor type 1 (Homo sapiens), P48145 | GPR7-expressing cells, fluorescence antagonist assay | inhibition, % at 4.4 µM | actives 1.1% (n = 290,000) | AID 1861, 2009; in the data active = inhibition above about 16%, passing the limit was not always enough;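 note: cells stimulated with the agonist NPW; 0% = agonist with vehicle and 100% = vehicle without agonist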
Target sequence (P48145 whole entry, looked up): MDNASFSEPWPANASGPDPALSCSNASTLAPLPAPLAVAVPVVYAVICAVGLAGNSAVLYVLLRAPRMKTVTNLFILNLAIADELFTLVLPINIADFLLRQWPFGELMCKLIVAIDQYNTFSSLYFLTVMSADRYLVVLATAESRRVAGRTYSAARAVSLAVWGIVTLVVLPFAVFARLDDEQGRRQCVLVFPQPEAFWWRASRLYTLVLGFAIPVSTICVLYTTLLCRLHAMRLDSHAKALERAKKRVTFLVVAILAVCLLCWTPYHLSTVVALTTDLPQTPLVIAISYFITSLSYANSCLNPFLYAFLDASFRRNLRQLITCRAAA
V1R ag counter: agonists of human V1a receptor, primary screen, counter-screen for OXTR agonist project, fluorescence, CHO-V1R cells. AID 2797, 2010. Vasopressin V1a receptor (Homo sapiens), P37288. Fluo-8 calcium fluorescence, agonist mode; 0% DMSO, 100% 3 nM vasopressin. actives 0.25% (n = 320,000). activation, % at 3 µM;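 active = activation above the mean activation of all tested compounds plus 3 SD, per screening run, cut at about 20% in these data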;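 note: signal is peak over basal fluorescence ratio across a 100 second FLIPR read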
Target sequence (P37288 whole entry, looked up): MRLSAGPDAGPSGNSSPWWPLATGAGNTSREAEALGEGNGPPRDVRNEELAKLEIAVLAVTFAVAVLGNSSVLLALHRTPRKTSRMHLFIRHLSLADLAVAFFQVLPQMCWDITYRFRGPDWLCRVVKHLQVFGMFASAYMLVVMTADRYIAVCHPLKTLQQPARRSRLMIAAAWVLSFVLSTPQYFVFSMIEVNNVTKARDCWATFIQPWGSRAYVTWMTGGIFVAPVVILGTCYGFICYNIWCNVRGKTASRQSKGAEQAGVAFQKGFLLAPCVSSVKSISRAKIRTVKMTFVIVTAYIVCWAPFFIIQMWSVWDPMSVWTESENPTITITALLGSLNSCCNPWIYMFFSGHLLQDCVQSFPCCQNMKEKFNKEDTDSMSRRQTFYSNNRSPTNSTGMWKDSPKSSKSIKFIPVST
NALP1 yeast inh: NALP1 inflammasome inhibitors in reconstituted yeast, colorimetric, S. cerevisiae, triplicate retest; inhibition, % at 10 µM; actives 0.61% (n = 280,000); S. cerevisiae NALP1/ASC/caspase-1 growth, X-gal OD620, 72 h; AID 2071, 2009; in the data active = inhibition mostly above about 24%, no sharp cut-off; inactive = mostly below about 32%; note: some compounds called inactive have numbers as strong as hits
GalR3 antagonist: GalR3 antagonists in HEK293 cells, primary screen, cell-based, fluorescence readout | Galanin receptor type 3 (Homo sapiens), O60755 | HEK293 GalR3-CNG cAMP membrane potential fluorescence; galR3 body fused to GalR1 C-terminus | actives 0.44% (n = 360,000) | inhibition, % at 3 µM;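 active = inhibition above the screen-wide average plus 3 SD, cut at about 13% in these data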;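 note: forskolin and galanin both at EC90 stimulate the cells; cAMP rise reported by CNG channel membrane potential dye signal; 0% = forskolin plus galanin with DMSO and 100% = forskolin alone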
Target sequence (O60755 1-299 limits assumed): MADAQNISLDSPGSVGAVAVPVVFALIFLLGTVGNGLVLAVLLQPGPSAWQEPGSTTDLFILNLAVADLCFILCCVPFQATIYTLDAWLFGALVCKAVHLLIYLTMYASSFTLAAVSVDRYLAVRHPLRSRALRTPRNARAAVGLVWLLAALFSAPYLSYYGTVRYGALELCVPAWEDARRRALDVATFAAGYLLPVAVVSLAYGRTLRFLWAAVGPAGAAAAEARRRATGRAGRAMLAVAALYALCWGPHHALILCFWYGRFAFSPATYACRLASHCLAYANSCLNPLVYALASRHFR
MEKK2 WT-MEK5: modulators of MEK5 binding to wildtype MEKK2, primary screen, biochemical, multiplex bead flow cytometry, Alexa488-MEK5. binding response (% of control), % at 10 µM. Alexa488-MEK5 binding to MEKK2 WT; actives lie on both sides. actives 1.1% (n = 290,000). Mitogen-activated protein kinase kinase kinase 2 (Homo sapiens), Q9Y2U5; in the data active = binding response below about 67% or above about 130%
An asterisk follows results filed as active; x = no result given.

canonical_smiles,MEKK2mut PB1 HTS,OXTR potentiator,OXTR agonist,PfM18AAP inh,GPR7 antag,V1R ag counter,NALP1 yeast inh,GalR3 antagonist,MEKK2 WT-MEK5
O=C1C2C3C=CC(C3)C2C(=O)N1Nc1ccc([N+](=O)[O-])cc1[N+](=O)[O-] (configuration not stated),4,-3,1.5,2,-17,2.1,4,0,107
O=C(O)Cc1ccc2oc(-c3cccnc3)nc2c1,-3,-24,-0.3,0,-4,1.6,1,0,104
O=S(=O)(/C=C/c1ccccc1)N1CCN(c2ccccc2)CC1,6,-9,-2.5,-7,1,-1.5,-2,-8,105
Cc1ccc(CNC(=O)c2ccc(Cn3nc(C)c(Cl)c3C)o2)cc1,0,-6,-1.5,-56,1,0.4,4,1,97
COc1ccc(C(=O)NC(C(=O)NCC(=O)Nc2c(C)cccc2C)C(C)C)cc1 (configuration not stated),1,-11,0.1,1,-10,-0.9,20,2,104
CC(C)C[C@H]1CN=C(N(C)C)N1CC1CCCCCC1,x,2,0.2,x,x,0.2,x,-10,x
CC1=NN(C(N)=S)C(=O)C1N=Nc1cc(Cl)ccc1Cl (configuration not stated),-3,-12,0.8,1,17,2.8,8,-10,96
Cc1cccc(C(=O)N2CCC(Cc3ccccc3)CC2)c1[N+](=O)[O-],-1,-1,1.2,-1,6,6.7,34,-3,94
CCc1cc(OCCN(C)C)ccc1Cl,0,0,2.8,1,-11,0.1,-20,3,101
Cc1ccc2nc(N3CCN(S(=O)(=O)c4ccc(C)c(Cl)c4)CC3)c(C#N)cc2c1,3,-2,0.4,-8,-8,-0.8,-8,-5,100
Cc1cc(C)nc(Sc2ncnc3c2oc2ccccc23)n1,0,-18,-0.9,-6,0,-1.1,-5,-6,99
O=C1OC(Nc2ccc(F)c([N+](=O)[O-])c2)c2ccccc21 (configuration not stated),8,2,1.5,-1,-3,0.1,x,-1,113
COc1ccc(N(C(=O)c2ccccc2C)S(=O)(=O)c2cccs2)cc1,-2,-11,-1.6,0,15,0.9,11,-2,99
CCCCSc1nnc(NC(=O)CCc2ccccc2)s1,5,-13,0.1,6,-7,-0.5,3,-3,106
N#C/C(=C(/O)c1ccco1)c1nc2ccccc2[nH]1,-9,-2,-1.3,3,-7,-0.7,14,0,88
COc1ccc(CNC(=O)C[C@H]2C(=O)N(c3ccccc3)C[C@@H]2Cc2ccccc2)cc1,-7,-7,-2.1,0,3,1.4,8,-7,99
Cc1cc(NC(=O)CSc2ccc(-c3ccc4c(c3)OCO4)nn2)no1,-15,-5,-0.5,-14,5,-1.0,3,-6,80
FC(F)(F)c1cnc2c(-c3ccc(Cl)cc3Cl)noc2c1,8,0,-1.8,5,-4,-0.9,-2,-3,105
O=C(c1ccc([N+](=O)[O-])cc1)N1CCN(Cc2ccccc2)CC1,-1,-7,-2.2,4,-4,1.9,25,3,91
Cc1c(CC(Cl)(Cl)Cl)c2c(n1O)CC(C)(C)CC2=O,2,-12,13,8,-10,11,29,-4,99
COc1ccc(C(=O)N2CC(=O)Nc3ccccc32)cc1S(=O)(=O)N1CCCC1,x,-6,0.9,-6,-12,-0.2,22,-3,x
Fc1ccc(NC(=S)Nc2ccc(Cl)cc2)cc1,5,-10,3.8,0,5,2.9,7,-4,129
C[C@H](CO)N1C[C@H](C)[C@@H](CN(C)CC2CC2)Oc2c(NS(=O)(=O)c3ccccc3)cccc2C1=O,x,0,0.1,x,x,0.7,x,-5,x
O=C(N/N=C/c1ccccc1Cl)c1n[nH]c2c1CCCC2,-2,3,0.6,-8,-6,-0.2,16,-4,99

An excerpt from above in order of the GalR3 antagonist value, high to low:
canonical_smiles	GalR3 antagonist
O=C(N/N=C/c1ccccc1Cl)c1n[nH]c2c1CCCC2	-4
C[C@H](CO)N1C[C@H](C)[C@@H](CN(C)CC2CC2)Oc2c(NS(=O)(=O)c3ccccc3)cccc2C1=O	-5
COc1ccc(CNC(=O)C[C@H]2C(=O)N(c3ccccc3)C[C@@H]2Cc2ccccc2)cc1	-7

Later entries.
canonical_smiles,MEKK2mut PB1 HTS,OXTR potentiator,OXTR agonist,PfM18AAP inh,GPR7 antag,V1R ag counter,NALP1 yeast inh,GalR3 antagonist,MEKK2 WT-MEK5
N#CCC(=O)Nc1ncn(Cc2ccccc2Cl)n1,-4,2,0.9,-3,-8,0.8,28,-5,97
CC(=O)C1C(c2cccc(Oc3ccccc3)c2)NC(=O)NC1(O)C(F)(F)F (configuration not stated),x,-5,1.9,1,11,1.7,0,1,x
C=C[C@@H]1c2cc(C)ccc2N(S(=O)(=O)c2ccc(C)cc2)[C@H](c2ccccc2)C1(C#N)C#N,x,-6,0.2,x,x,-0.1,x,-2,x
COc1ccc(S(=O)(=O)Nc2ccccc2C)cc1,-8,-9,-2.0,2,-7,-0.9,2,-8,87
Cc1cccc(NC(=O)COc2coc(CN3CCN(c4ccccc4)CC3)cc2=O)c1,x,1,2.2,x,x,3.7,x,0,x
Cc1nc2ccc(NC(=O)CSc3nnc(C)s3)cc2[nH]1,-3,-2,-0.3,-3,-4,-0.6,3,-6,98
CN(C)CCOC(=O)c1sc2ccccc2c1Cl,0,0,2.7,1,-16,-0.9,-1,-10,104
O=C1NCCN(Cc2ccc(Cl)c(F)c2)C1CC(=O)N1CCc2ccccc2C1 (configuration not stated),-10,-1,-0.5,-1,-5,1.2,4,4,91
CC(C)CCNc1nc2ccccc2nc1NS(=O)(=O)c1cccs1,-7,-6,1.9,2,-6,2.0,-5,4,94
CCCS(=O)(=O)c1ccc(COC(=O)c2cccc(NC(=O)C(C)C)c2)cc1,-1,-10,1.8,-9,-4,2.0,0,-2,100
NC(=O)CSc1nnc(-c2ccncc2)o1,3,-14,0.0,4,-13,-0.6,18,0,105
O=C(NC1CC1)c1sc2cc(F)ccc2c1Cl,x,2,-1.7,x,x,0.5,x,-6,x
CCOC(=O)c1cc2c(=O)[nH]c(C(Cl)(Cl)Cl)nc2o1,-1,-15,-1.2,2,-10,1.1,7,0,98
COc1ccc(CCNc2oc(-c3ccc(C)cc3)nc2C#N)cc1OC,3,-2,-0.7,2,-1,0.5,25,0,103
O=C(CCN1CCCC1=O)NC1CCCc2c1cnn2-c1ccccc1F (configuration not stated),3,-7,0.0,-5,-17,0.3,18,-7,109
COc1cc(C(=O)NC2CC3CCCC(C2)N3CC(=O)Nc2ccccc2)cc(OC)c1OC (configuration not stated),-2,-6,-1.9,-10,-3,-0.8,15,-2,103
COc1ccc(CC(=O)Oc2ccc(C)cc2C)cc1,12,-11,-2.0,1,-10,-0.7,7,-3,109
COc1ccccc1NC(=O)c1sc2nc3n(c(=O)c2c1C)CCC3,1,-1,4.5,2,-10,0.4,6,0,100
Cc1ccc(C)c(S(=O)(=O)N2CCN(c3ncccn3)CC2)c1,-2,-5,-1.4,-5,-3,-0.2,34*,-5,101
O=C(O)c1ccccc1-c1ccccc1C(=O)NCc1cccc(C(F)(F)F)c1,2,10,0.5,-10,-10,0.0,-3,-4,101
CN(C)c1ccc(C(=O)N=c2sccn2C)cc1[N+](=O)[O-],-2,1,-0.7,-1,-1,-0.3,10,-3,94
COC(=O)c1c(C)[nH]c(C(=O)COC(=O)CCNS(=O)(=O)c2cccc(C(F)(F)F)c2)c1C,x,-12,11,x,x,8.6,x,-8,x
COc1cc(/C=C/C(=O)OCC(=O)Nc2c(C)n(C)n(-c3ccccc3)c2=O)ccc1OCC#N,7,-7,-0.3,-10,-4,0.4,7,-2,97
COc1cc(NC(=O)COC(=O)CNS(=O)(=O)c2ccc(F)c(F)c2F)cc(OC)c1,-2,-16,2.3,-6,-14,3.0,22,-4,101
C/C(Cc1ccccc1)=N\NC(=O)CNC(=O)COc1ccccc1,-6,2,-1.9,1,-7,-0.1,5,-2,95
Cc1onc(-c2ccccc2)c1C(=O)N/N=C/c1c(F)cccc1Cl,4,-14,0.7,0,9,4.9,17,-2,103
CCc1ccccc1N(CC(=O)NC(C)(C)C)C(=O)CCC(=O)Nc1ccccn1,1,1,-0.8,-2,-13,1.3,14,-10,103
COc1cccc(-c2ccc3ncnc(NCc4cccc(C)c4)c3c2)c1,x,-3,-1.2,x,x,0.1,x,-5,x
COc1cc2c(c(OC)c1OC)-c1c(cc(OC)c(OC)c1OC)C[C@](C)(O)[C@@H](C)C2,5,10,0.7,x,x,1.1,0,0,101
O=C(O)Cn1nnc2ccccc21,-13,-1,-0.4,-11,-5,0.9,7,-1,90
O=C(CN1CCCC1)OCCCC1CCCCC1,-10,1,0.3,-10,-13,-0.5,9,-6,90
COCCOC(=O)C1=C(C)NC(=O)NC1c1ccc(-c2ccc(F)cc2)o1 (configuration not stated),-6,-9,-1.5,-9,2,-0.5,0,3,91
O=c1c(-c2ccc(Cl)cc2)coc2c(CN3CCCCC3)c(O)ccc12,5,-2,-0.6,2,6,0.2,16,-12,113
COc1cccc(N2CC(=O)N(c3cccc(OC)c3)CC2=O)c1,2,-6,-0.3,1,-1,-0.1,-27,-3,95
O=C1CCCN1c1nccs1,-2,-1,0.4,3,-1,1.0,-10,2,109
CCOc1ccc2nc(NC(=O)c3ccoc3C)sc2c1,3,-2,-1.1,0,-6,-0.3,19,-5,101
O=C(O)CN1C(=O)CC(Cc2ccccc2)C1=O (configuration not stated),-6,-1,2.6,1,-5,0.3,-8,-3,85
O=C1c2ccccc2C(=O)N1Cc1ccc2c(c1)OCO2,0,-6,-0.2,1,12,-0.1,-3,-6,90
CC1(C)NC(=O)N(CC(O)COc2ccc(-c3ccccc3)cc2)C1=O (configuration not stated),x,-16,8.8,-3,-5,5.6,28,-5,x
C/C(=N/NC(=O)c1ccco1)c1cccnc1,-9,-14,0.6,1,8,-0.2,-5,-8,92
CCOC(=O)N1CCN(C(=O)c2cc3c(-c4ccc(Cl)cc4)nn(C)c3s2)CC1,5,-2,-0.1,-8,-1,-0.5,-12,4,109
O=C(Nc1ccc(NC(=O)c2ccco2)nc1)c1cccnc1,6,-5,1.2,4,2,1.5,-3,-6,110
COc1ccc([C@@H]2CC=C(C(=O)O)[C@H](c3ccc(Cl)cc3)N2S(=O)(=O)c2ccccc2C)cc1,x,-6,-0.2,x,x,-0.2,x,-3,x
O=C(CCc1ccccc1)N=C1SC2CS(=O)(=O)CC2N1Cc1ccccc1 (configuration not stated),0,-5,-0.1,-4,-1,-0.2,29,-1,100
COc1ccc(S(=O)(=O)n2ccc(C)n2)cc1C,3,0,-0.8,-1,-6,-0.5,9,-6,109

Compound activity deposited in PubChem BioAssay by several laboratories.
